CASP6 VEID inh: caspase-6 (human) enzyme inhibition. P55212. purified caspase-6, Z-VEID-R110 cleavage fluorescence. inhibition, % at 12.5 µM. 350,000 compounds, 0.53% hits. AID 686996;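 active = mean inhibition across replicates at least about 35%, with every replicate also reaching that limit, limit read from the data; inconclusive = only one of the two criteria met; inactive = neither criterion met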;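 also: 0% = median of neutral control wells and 100% = no fluorescence left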
Target sequence (P55212 24-179 limits assumed): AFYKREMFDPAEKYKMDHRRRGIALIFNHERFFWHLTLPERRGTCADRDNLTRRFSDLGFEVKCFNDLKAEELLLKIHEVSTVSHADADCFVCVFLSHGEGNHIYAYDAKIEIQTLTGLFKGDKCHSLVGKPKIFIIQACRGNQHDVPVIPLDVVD
Target sequence (P55212 194-293 limits assumed): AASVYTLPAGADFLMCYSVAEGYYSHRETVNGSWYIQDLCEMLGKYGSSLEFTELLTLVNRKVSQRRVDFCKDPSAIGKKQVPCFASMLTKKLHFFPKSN
SIRT5 block: sirtuin-5 (human) deacylase inhibition; Purified SirT5, succinyl-peptide AMC, trypsin-coupled fluorescence; inhibition, % at 15 µM; 330,000 compounds, 1.1% hits; AID 652115; in the data active = inhibition above about 15%; inconclusive = no clear call, values can overlap the other calls
Target sequence (Q9NXA8 whole entry, looked up): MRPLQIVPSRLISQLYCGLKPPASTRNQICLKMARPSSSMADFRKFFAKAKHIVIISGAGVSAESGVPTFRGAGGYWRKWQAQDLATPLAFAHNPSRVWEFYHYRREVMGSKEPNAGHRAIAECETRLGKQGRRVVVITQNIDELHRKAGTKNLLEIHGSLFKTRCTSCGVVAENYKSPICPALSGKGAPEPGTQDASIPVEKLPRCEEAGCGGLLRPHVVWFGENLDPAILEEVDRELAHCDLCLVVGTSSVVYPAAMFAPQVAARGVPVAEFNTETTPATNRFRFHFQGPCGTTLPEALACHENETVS
miR-122 sensor: inhibitors of miR-122 in Huh7 cells; Huh7 miR-122 Renilla luciferase sensor, 48 h; neutral wells = 0, positive control = 100; activation (reporter increase), % at 12.5 µM; 340,000 compounds, 0.3% hits; AID 602342;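 active = mean replicate activation score at least 90 and every replicate individually at or above 90; inconclusive = only one of the two criteria met; inactive = neither criterion met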;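 also: higher luciferase means less miR-122 activity so hits act as miR-122 inhibitors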
ERAP1 HTS inh: ERAP1 (human) enzyme inhibition | recombinant ERAP1, Leu-AMC fluorescence, 60 min | Q9NZ08 | 340,000 compounds, 0.15% hits | AID 652197 | inhibition, % at 10.7 µM;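 active = mean replicate inhibition of at least 30%, or all replicates individually reaching that 30% level; inactive = mean below 30% and not every replicate reaching it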;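 also: 0% = neutral control wells and 100% = L-leucinethiol positive control wells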
ERp5 block: ERp5 (human) disulfide isomerase inhibition; Q15084; ERp5 insulin aggregation, absorbance 650 nm, 90 min; inhibition, % at 9.99 µM; 350,000 compounds, 0.05% hits; AID 651711;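 active = mean replicate inhibition above about 25%, with every replicate also reaching it, limit read from the data, passing the limit was not always enough; inconclusive = only one of those two criteria met; inactive = neither criterion met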
Target sequence (Q15084 whole entry, looked up): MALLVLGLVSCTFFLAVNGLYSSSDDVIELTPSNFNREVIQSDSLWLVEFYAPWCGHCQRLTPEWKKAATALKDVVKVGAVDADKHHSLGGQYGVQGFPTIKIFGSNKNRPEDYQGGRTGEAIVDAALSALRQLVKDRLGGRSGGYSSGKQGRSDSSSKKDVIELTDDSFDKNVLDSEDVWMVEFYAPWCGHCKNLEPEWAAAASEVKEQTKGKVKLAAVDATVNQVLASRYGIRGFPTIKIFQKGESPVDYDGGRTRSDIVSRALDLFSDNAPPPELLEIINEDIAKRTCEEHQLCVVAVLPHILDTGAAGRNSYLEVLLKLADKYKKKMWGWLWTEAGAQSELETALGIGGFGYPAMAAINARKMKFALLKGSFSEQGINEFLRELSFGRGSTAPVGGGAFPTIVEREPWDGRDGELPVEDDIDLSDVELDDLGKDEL
F508del corr: CFTR F508del correction in bronchial cells; 350,000 compounds, 0.36% hits; activity (quench increase), % at 7.58 µM; CFBE cells, YFP halide quenching; stimulated with forskolin plus potentiator P3; % fluorescence drop versus neutral controls;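 active = mean added fluorescence quench of at least 8% versus neutral control, with both replicates also reaching 8%; inconclusive = only one of the mean or replicate conditions met; inactive = mean below 8% and not both replicates reaching 8%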;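 also: cells transiently co-express mutant CFTR-F508del with the halide-sensitive YFP; corrector assay measuring rescue of mutant channel to the surface after 24 h compound exposure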
DENV2 CPE rescue: inhibitors of DENV2 cytopathic effect; DENV2-infected cells, cytopathic effect rescue, plate reader; CPE inhibition, % at 9.99 µM; 350,000 compounds, 1.7% hits; AID 651640; in the data active = CPE inhibition above about 20%, passing the limit was not always enough; inconclusive = no clear call, values can overlap the other calls; tested in BHK-21 cells;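 also: 0% = median of neutral control wells and 100% = median of positive control wells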
Numbers without * were called inactive; ? = inconclusive; . = no result given; [ ] = dose if it differs, or a comment.

SMILES | CASP6 VEID inh | SIRT5 block | miR-122 sensor | ERAP1 HTS inh | ERp5 block | F508del corr | DENV2 CPE rescue
Cc1nc2c(=O)[nH]c3ccccc3c2o1 | -1 | -2 | . | 0 | 3 | -0.2 | 4
O=C(CNC(=O)c1cccs1)NCCc1ccco1 | -7 | -1 | -3 | -1 | 1 | -0.5 | 0
O=C1NC(Cc2ccc(O)cc2)c2nc3cc(F)ccc3c(=O)n2-c2ncccc21 (configuration not stated) | 15 | 2 | -2 | 4 | -3 | 0.4 | 14
Cc1cc(=O)[nH]c(SCC(=O)Nc2nc3ccccc3s2)n1 | 1 | 12 | . | . | 3 | -2.4 | .
C[C@@H]1CCCCO[C@H](CN(C)C(=O)CCCN(C)C)[C@@H](C)CN([C@@H](C)CO)C(=O)c2cc(NC(=O)CCC(F)(F)F)ccc2O1 | 2 | -3 | 7[16.7 µM] | 2 | -19 | 1.7 | 9
O=C1OC[C@@H](c2ccccc2)n2cc(/C=C/c3ccccc3)cc21 | 1 | -1 | . | 3 | 2 | -1.3 | 4
Cc1ccc(S(=O)(=O)Nc2ccc3c(c2)C(=O)N(C)[C@H]2CC[C@@H](CC(=O)O)O[C@@H]2CO3)cc1 | 1 | 0 | 3[16.7 µM] | -2 | 1 | -3.2 | -5
O=C([C@H]1[C@H](CO)[C@H]2Cn3c(ccc(C4=CCCC4)c3=O)[C@@H]1N2)N1CCCCC1 | . | -11 | 4[16.7 µM] | . | -6 | -2.3 | 0
COc1cc(NC(=O)c2ccco2)c(OC)cc1NC(=O)Nc1ccccc1Cl | 4 | 0 | . | -1 | 4 | -0.6 | -2
COC(=O)c1cc(OC)c(OC)cc1NC(=O)CC1CCCCC1 | 0 | -8 | 7 | 0 | -3 | -2.5 | 4
CCSc1nc(-c2ccccc2)cc(=O)[nH]1 | -7 | -3 | -3 | -7 | 3 | 0.6 | -15
O=C(c1cccnc1)N1CCN(c2ccc([N+](=O)[O-])cc2Cl)CC1 | 1 | 2 | . | 1 | -8 | . | -4
CN(C)S(=O)(=O)Oc1ccc(Cl)cc1C(=O)Nc1ccc(F)cc1F | -1 | -3 | . | 0 | 4 | -2.2 | 1
Cc1ccc(C(CC(=O)O)Nc2nc(N3CCOCC3)nc(N3CCOCC3)n2)cc1 (configuration not stated) | 5 | 3 | . | 4 | 1 | . | -2
O=C(COc1ccccc1Cl)Nc1ccc(S(=O)(=O)N2CCOCC2)cc1 | 0 | -2 | . | 5 | 2 | -0.8 | 9
O=C(C[C@@H]1C=C[C@@H](NC(=O)Nc2ccc(F)cc2)[C@@H](CO)O1)NCc1ccccn1 | -1 | -2 | . | -3 | 8 | 4.9 | 5
COc1cccc(C2=CC(=O)CC(C)(C)C2=O)c1 | -1 | -3 | 7 | . | 2 | -4.1 | -4
Cc1cccc(Nc2nnc(SCC(=O)Nc3ccc(C(=O)O)cc3)s2)c1 | 0 | -1 | . | -6 | -3 | 2.4 | -1
Cc1ccc(OCCNC(=O)/C=C/c2ccco2)cc1C | 2 | . | -1 | . | 9 | -0.6 | 2
Cc1ccc(-n2ncc(C(=O)Nc3ccc(Cl)cc3)c2C2CCNCC2)cc1C | -5 | -4 | -19 | 3 | -2 | -2.5 | 13
COc1ccc(NCC(=O)NN=C2CCS(=O)(=O)c3ccc(F)cc32)cc1 | -1 | . | -1 | -3 | 5 | 1.8 | -1
O=C(COc1ccccc1)Nc1c2c(nn1-c1ccc(F)cc1)CS(=O)(=O)C2 | 2 | 4 | . | -8 | 2 | -0.8 | 3
CCCN1[C@@H]2c3ccc(-c4cncnc4)c(=O)n3C[C@@H]2[C@@H](CO)[C@@H]1C(=O)OC | -2 | -1 | . | 4 | 5 | . | 1
COCC(=O)N(C)C[C@@H]1Oc2ncc(-c3ccccc3C)cc2C(=O)N([C@H](C)CO)C[C@H]1C | -1 | 4 | -1[16.7 µM] | -2 | 4 | 0.6 | 10
Cc1ccc(S(=O)(=O)N(C)C[C@H]2OCCCC[C@@H](C)Oc3ccc(N(C)C)cc3C(=O)N([C@@H](C)CO)C[C@@H]2C)cc1 | -1 | 3 | 0[16.7 µM] | 3 | -4 | 1.0 | -3
Cc1nn(-c2ccccc2)c(C)c1/C=N/NC(=O)c1cc(-c2cccc3ccccc23)n[nH]1 | 0 | . | 0 | -1 | -2 | -1.2 | 11
CCCc1cn(CC[C@@H]2CC[C@@H](NC(=O)Nc3ccc4c(c3)OCO4)[C@@H](CO)O2)nn1 | 0 | 0 | . | 0 | 12 | 1.5 | 8
COc1ccc(-c2nc(CN3CCCCC3c3nccn3C)c(C)o2)c(C)c1C (configuration not stated) | 7 | 3 | 0 | 0 | -1 | 2.2 | -4
CO[C@H]1CN(C)C(=O)c2ccc(NC(=O)Nc3ccc(Cl)cc3)cc2OC[C@H](C)N(C)C[C@H]1C | -7 | 1 | 1[16.7 µM] | -4 | -1 | . | 27*
CO[C@H]1CN(C)C(=O)c2ccc(NC(=O)Nc3ccccc3)cc2OC[C@@H](C)N(C(C)=O)C[C@H]1C | 2 | 1 | 1[16.7 µM] | -3 | 3 | . | -5

Retrieved one by one from the entries so far:
SMILES | CASP6 VEID inh | SIRT5 block | miR-122 sensor | ERAP1 HTS inh | ERp5 block | F508del corr | DENV2 CPE rescue
COc1ccc(NCC(=O)NN=C2CCS(=O)(=O)c3ccc(F)cc32)cc1 | -1 | . | -1 | -3 | 5 | 1.8 | -1
COc1cccc(C2=CC(=O)CC(C)(C)C2=O)c1 | -1 | -3 | 7 | . | 2 | -4.1 | -4
CCCN1[C@@H]2c3ccc(-c4cncnc4)c(=O)n3C[C@@H]2[C@@H](CO)[C@@H]1C(=O)OC | -2 | -1 | . | 4 | 5 | . | 1
CO[C@H]1CN(C)C(=O)c2ccc(NC(=O)Nc3ccccc3)cc2OC[C@@H](C)N(C(C)=O)C[C@H]1C | 2 | 1 | 1[16.7 µM] | -3 | 3 | . | -5
COc1ccc(-c2nc(CN3CCCCC3c3nccn3C)c(C)o2)c(C)c1C (configuration not stated) | 7 | 3 | 0 | 0 | -1 | 2.2 | -4
O=C(C[C@@H]1C=C[C@@H](NC(=O)Nc2ccc(F)cc2)[C@@H](CO)O1)NCc1ccccn1 | -1 | -2 | . | -3 | 8 | 4.9 | 5

Structural class: the entries above with two or more sulfur atoms
SMILES | CASP6 VEID inh | SIRT5 block | miR-122 sensor | ERAP1 HTS inh | ERp5 block | F508del corr | DENV2 CPE rescue
Cc1cc(=O)[nH]c(SCC(=O)Nc2nc3ccccc3s2)n1 | 1 | 12 | . | . | 3 | -2.4 | .
Cc1cccc(Nc2nnc(SCC(=O)Nc3ccc(C(=O)O)cc3)s2)c1 | 0 | -1 | . | -6 | -3 | 2.4 | -1

Continued:
SMILES | CASP6 VEID inh | SIRT5 block | miR-122 sensor | ERAP1 HTS inh | ERp5 block | F508del corr | DENV2 CPE rescue
O=C(Cc1ccncc1)Nc1ccc2c(c1)[C@H]1C[C@H](CC(=O)N3CCCCC3)O[C@@H](CO)[C@H]1O2 | 2 | -2 | -2[16.7 µM] | 1 | -2 | 1.0 | 1
COc1ccc(CC(=O)OCc2cc3cccc(C)c3[nH]c2=O)cc1 | 0 | 2 | -5 | 0 | 0 | -0.2 | 0
CC(=O)CSc1nnc(-c2ccc(S(=O)(=O)N3CCOCC3)cc2)n1C | -4 | -4 | -4 | -8 | -1 | 1.3 | 12
C[C@@H]1CN([C@@H](C)CO)C(=O)Cc2cc(NC(=O)Nc3ccc4c(c3)OCO4)ccc2O[C@H]1CN(C)C(=O)Nc1ccccc1 | . | . | -5[16.7 µM] | . | . | 1.0 | -6
C[C@H](CO)N1C[C@H](C)[C@H](CN(C)C(=O)c2ccccc2)Oc2ncc(C#CC3CC3)cc2C1=O | -1 | -3 | 3[16.7 µM] | 0 | -3 | -0.5 | 2
O=C(c1cc2ccccc2o1)N1CCN=C1SCc1cccc(F)c1 | 1 | . | 0 | . | -4 | 0.5 | -7
O=C(N[C@H]1CC[C@H](CCNS(=O)(=O)c2cccc(Cl)c2)O[C@H]1CO)c1ccncc1 | -1 | 1 | 14[16.7 µM] | 1 | -1 | -1.7 | -2
COC(=O)c1cn(C(=O)c2cc(Cl)ccc2Cl)c2ccccc12 | 2 | 1 | 3 | -1 | -6 | -0.7 | ?
CCCCN(C(=N)N1CCCCC1)c1nc(C)c([N+](=O)[O-])c(=O)[nH]1 | -2 | -1 | -6 | 3 | 0 | 4.1 | 3
COc1ccc(C(=O)COC(=O)c2c(C)noc2C)cc1Cl | 1 | . | 4 | 5 | -1 | -1.0 | 8
COc1cccc(NC(=S)NC(=O)c2cncc(Br)c2)c1 | 2 | -5 | -3 | 3 | -2 | 0.2 | -3
CC1CN(S(=O)(=O)c2cn(C)c(=O)n(C)c2=O)CC(C)O1 (configuration not stated) | -2 | -3 | -8 | 0 | 0 | 1.7 | 1
COc1cc(Cl)c([C@@H]2C[C@H]3CN(c4ccccc4)C(=O)[C@]34CCCN24)cc1OC | 6 | -1 | . | -9 | -7 | 5.0 | 9
C=C(C)CNC(=S)Nc1cccc(N)n1 | 3 | -2 | . | -4 | 2 | -4.5 | 3
COCC(=O)Nc1ccc2c(c1)[C@H]1C[C@@H](CC(=O)N3CCCCC3)O[C@@H](CO)[C@H]1O2 | . | . | 8[16.7 µM] | . | . | -1.4 | ?
O=C(CSc1nc2ccccc2c(=O)[nH]1)N1CCN(c2ccccc2)CC1 | 1 | -2 | -4 | 1 | 2 | -3.6 | -11
COCCCN1C(=O)c2ccc(C(=O)OCC(=O)NCc3cccc(OC)c3)cc2C1=O | 2 | 3 | -1 | -1 | 1 | 3.7 | -4
CCOc1nc2cnccc2n(CC(=O)Nc2ccc(C)c(C)c2)c1=O | 6 | -2 | 0 | -5 | . | -3.7 | 0
COc1cc([N+](=O)[O-])cc2cc(C(=O)N3CCCC3)c(=O)oc12 | 0 | -5 | -5 | -1 | -2 | . | 0
O=C(c1ccccn1)N1CC2(C1)[C@H](c1ccccc1)[C@@H](CO)N2Cc1ccccc1 | -3 | -4 | . | -4 | 4 | -1.9 | -5
O=C1CCCN1C(=O)CSc1nnnn1-c1cccc(F)c1 | 0 | -2 | -3 | 2 | -2 | 0.0 | -3
COC(=O)c1ccccc1NC(=O)c1ccc(NC(=O)C2CCCO2)cc1 (configuration not stated) | 2 | -3 | -5 | 0 | 4 | 0.3 | 6
C=CCN1C(=O)C2C(C(=O)NC3CCCC3)C3(C)C=CC2(O3)C1C(=O)NC1CCCC1 (configuration not stated) | -3 | 0 | -2 | 2 | 1 | -2.5 | -1
CCOC(=O)N1CCC(NC(=O)CCc2c(C)nc3c(c(C)nn3-c3ccccc3)c2C)CC1 | 0 | -5 | 3 | 5 | -4 | -1.8 | ?
CCCNC(=O)N(C)C[C@@H]1Oc2ncc(C3=CCCC3)cc2C(=O)N([C@@H](C)CO)C[C@@H]1C | -3 | -1 | 18[16.7 µM] | 1 | 3 | -5.0 | -5
CN(C(=O)c1ccc(Br)o1)C1(C)CCS(=O)(=O)C1 (configuration not stated) | 1 | -1 | -11 | -1 | -2 | 1.2 | 3
COc1cc(C(=O)NCCc2cn3ccccc3n2)cc(OC)c1OC | 0 | -6 | -1 | 1 | 11 | 1.6 | -1
COc1cccc(CC(=O)NC2CCSc3ccccc32)c1 (configuration not stated) | 1 | -5 | 6 | 4 | 10 | -0.1 | 5
CC(=O)c1c(COC(=O)c2ccc(Cl)cc2)nc2ccccc2[n+]1[O-] | -5 | 3 | . | -2 | 5 | -33 | -1
COc1ccccc1C1=NOC(C)(c2nnc(Cc3ccccc3)o2)C1 (configuration not stated) | 5 | 0 | . | 7 | -4 | 0.5 | 4
